HIV RNase H inh = HIV-1 RT RNase H inhibitors, primary screen, biochemical, fluorescence. Gag-Pol polyprotein (Human immunodeficiency virus type 1 group M subtype B (isolate …. RT-RNase H RNA/DNA duplex cleavage. inhibition, % at 10 µM. 65,000 tested, 1.9% active; in the data active means inhibition above about 50%
RmlCD inh mix = RmlC and RmlD coupled enzyme inhibitors, primary screen, biochemical, 384-well, compound mixtures, retest; RmlC/RmlD coupled enzyme inhibition, 384-well mixture HTS; inhibition, % at 5.5 µM; 110,000 tested, 0.39% active; in the data active means inhibition above about 30%, passing the limit was not always enough; inconclusive means no clear call, values can overlap the other calls; further: strong numbers were not always called active
* = called active by the depositor; ? = inconclusive; . = not tested or not shown; & = joins results of further samples.

No.	compound	HIV RNase H inh	RmlCD inh mix
1	COc1cc(OC)c(C2CC(=O)N3CN(c4ccccc4C)CSC3=C2C#N)cc1OC (centres undefined)	77*	-3
2	Cc1ccccc1-c1nc(S(=O)(=O)c2ccc(Cl)cc2)c(NCCN2CCOCC2)o1	.	6
3	O=C1CCCC2=C1C(c1cccs1)Nc1ccc3ncccc3c12 (centres undefined)	.	21
4	O=C(Nc1c(Cl)cc(Cl)cc1C(=O)NCC1CCCO1)c1ccco1 (centres undefined)	-13	8
5	COc1ccc(-n2nc(C(=O)NCc3ccco3)c3ccccc3c2=O)cc1	.	-7
6	COc1cc(C2C(C#N)=C(N)Oc3cc(C)n(CCN4CCOCC4)c(=O)c32)cc(OC)c1OC (centres undefined)	-2	-4
7	CCOC(=O)c1cc(-c2ccco2)nc2c1c(C)nn2-c1cccc(Cl)c1	.	-36
8	O=C(Nc1ccc([N+](=O)[O-])cc1)/C(=C/c1cccc([N+](=O)[O-])c1)NC(=O)C1CCCCC1	.	138
9	O=C(NCCCN1CCN(Cc2ccccc2Cl)CC1)Nc1ccccc1	2	3
10	O=C(CCc1nc2ccccc2s1)OCC(=O)N1CCN(C(=O)c2ccco2)CC1	6	-7
11	O=C(OCCN=C1NS(=O)(=O)c2ccccc21)c1ccccc1	.	11
12	CCC(C)OC(=O)c1cc(C)nc2c(Br)cc(Br)cc12 (centres undefined)	.	-12
13	C=C(C)Cn1c(N(CCO)Cc2ccccc2)nc2c1c(=O)[nH]c(=O)n2C	-9	-7
14	CCCCOc1ccccc1C1NC(=O)NC(C)=C1C(=O)OCCOC (centres undefined)	-26	10
15	CCS(=O)(=O)N1Cc2ccccc2CC1C(=O)N1CCN(c2ccccc2)CC1 (centres undefined)	29	47
16	Cn1c(=O)[nH]c(=O)c2c1nc(Br)n2CC(O)COc1ccccc1 (centres undefined)	.	-7
17	Cc1c2c(nc3nc4ccccc4n13)CCCC2=O	-7	-2
18	Cc1csc(SCCN2C(=O)c3ccccc3C2=O)n1	-52	10
19	CCOc1ccc2c(c1)c1nnc(SCC(=O)N3CCC(C)CC3)nc1n2C	-3	-1
20	COc1cccc2[nH]c3c(N4CCCC(C)C4)ncnc3c12 (centres undefined)	-6	-25
21	CC1=C(/C=C/c2ccccc2)CCN(C)C1	.	6
22	O=C(CSc1c[nH]c2ccccc12)NCC1CCCO1 (centres undefined)	.	1
23	Cc1cc(C)cc(OCc2nnc(SCC(=O)c3ccccc3)o2)c1	-11	-21
24	Cc1nc(COC(=O)c2ccc(CO)cc2)cs1	3	20
25	N=C1C(c2ccccc2)=C(O)CN1c1ccc2c(c1)OCO2	-4	33
26	N#C/C(=C/c1cccc(C(F)(F)F)c1)c1nc(CCN2C(=O)c3ccccc3C2=O)cs1	.	-12
27	CCc1cc(OCCCSc2nc(C)cc(=O)[nH]2)ccc1Cl	.	-23
28	CCCCOCP(=O)(CCCC)COCCCC	-2	5
29	O=C(CN1C(=O)c2ccccc2S1(=O)=O)NCCSC1CCCCC1	-11	9
30	CN(CC(=O)O/N=C(\N)c1cccc([N+](=O)[O-])c1)S(=O)(=O)c1ccccc1	.	-16
31	COCCn1c(N)c(C(=O)OCc2ccccc2)c2nc3ccccc3nc21	-4	2
32	CCS(=O)(=O)N1CCN(c2ccc([N+](=O)[O-])c(NCc3ccccc3)c2)CC1	.	-17

In the list so far, 10 have four or more nitrogen atoms.
No.	compound	HIV RNase H inh	RmlCD inh mix
6	COc1cc(C2C(C#N)=C(N)Oc3cc(C)n(CCN4CCOCC4)c(=O)c32)cc(OC)c1OC (centres undefined)	-2	-4
8	O=C(Nc1ccc([N+](=O)[O-])cc1)/C(=C/c1cccc([N+](=O)[O-])c1)NC(=O)C1CCCCC1	.	138
9	O=C(NCCCN1CCN(Cc2ccccc2Cl)CC1)Nc1ccccc1	2	3
13	C=C(C)Cn1c(N(CCO)Cc2ccccc2)nc2c1c(=O)[nH]c(=O)n2C	-9	-7
16	Cn1c(=O)[nH]c(=O)c2c1nc(Br)n2CC(O)COc1ccccc1 (centres undefined)	.	-7
19	CCOc1ccc2c(c1)c1nnc(SCC(=O)N3CCC(C)CC3)nc1n2C	-3	-1
20	COc1cccc2[nH]c3c(N4CCCC(C)C4)ncnc3c12 (centres undefined)	-6	-25
30	CN(CC(=O)O/N=C(\N)c1cccc([N+](=O)[O-])c1)S(=O)(=O)c1ccccc1	.	-16
31	COCCn1c(N)c(C(=O)OCc2ccccc2)c2nc3ccccc3nc21	-4	2
32	CCS(=O)(=O)N1CCN(c2ccc([N+](=O)[O-])c(NCc3ccccc3)c2)CC1	.	-17

(more compounds)
No.	compound	HIV RNase H inh	RmlCD inh mix
33	Cc1cc(=O)oc2cc(OCC(=O)NCCCN3CCOCC3)ccc12	-6	-5
34	COc1ccc(S(=O)(=O)N2CCC(C(=O)Nc3cccc(C(C)=O)c3)CC2)cc1	.	5
35	N[C@@H](Cc1ccc(O)c(I)c1)C(=O)O	6	.
36	COc1cc(C(=O)Oc2ccccc2)ccc1OCc1c(C)noc1C	10	10
37	COc1ccc(-c2nc(C#N)c(N3CCC(C(N)=O)CC3)o2)cc1OC	.	41*
38	CC(=O)N1CCc2cc(S(=O)(=O)CCC(=O)NCc3cccs3)ccc21	-25	.
39	Cc1ccc(C(=O)Oc2ccc(-c3nccc(-c4ccccn4)n3)cc2)cc1	.	5
40	O=C(NCc1ccco1)c1noc2c1CCCC2	1	-16
41	COC(=O)CNC(=O)CSc1nc(N)cc(=O)[nH]1	.	13
42	Cc1ccsc1/C=c1\sc2ncnn2c1=O	2	-2
43	CCCCNC1=C(Br)C(=O)CC(C)(C)C1	-8	6
44	CC(C)(C)n1nnnc1C(c1ccncc1)N(Cc1ccccc1)Cc1ccco1 (centres undefined)	.	9
45	CCOC(=O)CCCNC(=O)COC(=O)c1cc(C)cc(C)c1	-2	-11
46	C=CCSc1nccc(-c2nn(-c3ccc(C)cc3)ccc2=O)n1	.	-6
47	CCC(=O)N1CCN(c2nc(C)nc3sc(C)c(C)c23)CC1	-4	12
48	C=CC[C@]12C=C(OC)C(=O)C(OC)=C1O[C@@H](c1ccc3c(c1)OCO3)[C@H]2C	.	-3
49	NC1=NC(=O)C(Cc2cc(Cl)ccc2Cl)S1 (centres undefined)	.	4
50	CCOC(=O)c1c(NC(C)=O)no[n+]1[O-]	2	-7
51	OCC(CO)(CO)N=Cc1cc(Br)ccc1O	-16	-12
52	COc1ccc(-n2nc3cc(C)c(NC(=S)NC(=O)c4ccccc4C)cc3n2)cc1	.	-4
53	CCn1c(SCC(=O)n2nc(C)cc2C)nnc1-c1ccc2c(c1)OCO2	-8	13
54	Cn1c(=O)c2c(nc(OCc3ccc4c(c3)OCO4)n2Cc2ccccc2Cl)n(C)c1=O	.	-2
55	Cc1ccc(N2CC(C(=O)NCc3cccs3)CC2=O)cc1 (centres undefined)	13	-1
56	Cc1ccc(S(=O)(=O)N2CCN(c3ccc(S(=O)(=O)N4CCOCC4)cn3)CC2)cc1	.	0
57	COCCCn1c(=N)c(C(N)=S)cc2c(=O)n3cccc(C)c3nc21	-10	.
58	O=C(CSCc1c(Cl)cccc1Cl)Nc1ccccc1C(=O)N1CCOCC1	.	9
59	COc1ccccc1NC(=O)N1CCn2c(nc3ccccc32)C1	-6	8
60	CCOc1cc(C(=O)N2CCN(c3ccccc3)CC2)cc(OCC)c1OCC	1	12
61	CCOc1ccc(-c2nc(CSc3nnc(C)s3)cs2)cc1OC	.	-38
62	Nc1c(S(=O)(=O)c2cccs2)c2nc3ccccc3nc2n1CC1CCCO1 (centres undefined)	-6	53*
63	N=c1c2c3c(sc2ncn1CCN1CCOCC1)CCCCC3	1	8
64	CC(C)OC(=O)CSc1nnc(Cc2ccccc2)n1C	-8	10
65	CC1CCCC(NC(=O)CN(C)S(=O)(=O)c2cccc3cccnc23)C1C (centres undefined)	-11	-13
66	COc1ccc(OCCn2c(C)c(/C=N/n3cnnc3)c3ccccc32)cc1	.	9
67	CCOc1ncccc1C(=O)OCC(=O)Nc1c(C)cc(C)cc1C	.	-7
68	CCOC(=O)c1ccccc1NC(=O)Cc1ccccc1OC	.	-11
69	O=C1CCc2cc(S(=O)(=O)N3CCC(C(=O)Nc4nccs4)CC3)ccc2N1	-4	5
70	COc1ccccc1C(=O)NCCN1CCN(C(=O)c2ccccc2OC)CC1	-16	-14
71	Cc1ccccc1-c1noc(-c2ccc(O)cc2)n1	-27	2
72	O=S(=O)(c1ccc(-c2cn3ccccc3n2)cc1)N1CCOCC1	-1	22
73	C=CCN(C(=O)c1ccccc1)c1ccc(OC)cc1	-8	11
74	O=C(c1ccc(F)cc1)c1c[nH]c(C(=O)NCc2ccco2)c1	.	11
75	O=C1c2ccccc2C(=O)N1CCCn1nnc(-c2ccc(N3CCOCC3)cc2)n1	-15	1
76	NC(=O)Nc1cccc(C(F)(F)F)c1	-6	-4
77	CC(=O)c1cccc(NC(=O)Nc2cccnc2)c1	0	36
78	Cc1ccc(CCNC(=O)C2CCCN(S(=O)(=O)c3cccc4nsnc34)C2)cc1 (centres undefined)	-48	4
79	CC1CCN(C(=O)CCCOc2cc(=O)n(C)c3ccccc23)CC1	-56	-9
80	O=[N+]([O-])c1ccc2c(c1)C(N1CCOCC1)/C(=C/COc1ccc3ccccc3c1Br)O2 (centres undefined)	.	-10
81	CCc1nc(NCc2ccco2)c2oc3ccccc3c2n1	-8	7
82	COc1c(O)c(O)c2oc(-c3ccccc3)cc(=O)c2c1OC	.	2
83	O=C(O)C(Cc1ccccc1)N1C(=O)/C(=C/c2cccc3ccccc23)SC1=S (centres undefined)	.	1
84	CCOc1ccc(CSC2=NCCN2)cc1Cl	-4	?
85	CCOc1ccc(S(=O)(=O)NCC(=O)N(C)Cc2cccnc2)cc1	.	5
86	O=C(CSCc1cccc(Br)c1)N1CCOCC1	-15	1
87	CN(CC(=O)N1CCCCCC1)S(=O)(=O)c1cccc2cccnc12	-17	-9
88	O=C(CCN1CCN(c2ccc(F)cc2)CC1)Nc1ccc(F)cc1	-5	-44

Next part:
No.	compound	HIV RNase H inh	RmlCD inh mix
89	COCCN1C(=O)c2ccc(C(=O)O)cc2C1=O	-6	-8
90	COC(=O)c1cncn1C(C)c1ccccc1 (centres undefined)	-35	-80
91	FC(F)(F)c1cccc(-c2nnc3ccc(C(F)(F)F)cn23)c1	-9	-14
92	CCNC(=O)OCC(CC)NC(=O)OCC(C)C (centres undefined)	.	-11
93	O=[N+]([O-])c1ccc2nccn2c1	.	4
94	O=C(Nc1cc(C(F)(F)F)ccc1N1CCCC1)c1ccc2c(c1)OCO2	-18	-12
95	CCOC(=O)/C(C(N)=NCC(C)C)=C(/O)c1ccccc1	.	4
96	CCCCOC(=O)c1cc(=O)[nH]c2ccccc12	-94&-77	9
97	COC(=O)c1ccccc1NC(=O)c1cccc(NC(=O)CSCc2ccccc2)c1C	.	-12
98	COc1ccc(OC)c(C2/C(=C(\O)c3ccc4c(c3)OCCO4)C(=O)C(=O)N2CCCN(C)C)c1 (centres undefined)	5	.
99	COC(=O)C(C)Sc1nc(N)c(NC(=O)c2ccco2)c(=O)[nH]1 (centres undefined)	.	13
100	COc1cc(C(=O)NCCOc2cc(C)cc(C)c2)c(Br)c(OC)c1OC	.	7
101	Clc1ccc(-c2csc(N3CCc4ccccc4C3)n2)cc1	.	4
102	NC(=O)SCC(=O)Nc1cccc(Cl)c1	10	4
103	N#Cc1nc(-c2ccco2)oc1N1CCN(C(c2ccccc2)c2ccccc2)CC1	19	-27
104	O=c1[nH]n(-c2ccc(Cl)cc2)c2ncccc12	.	7
105	COc1ccccc1C(=O)Nc1nc(N)n(-c2ccccc2)n1	.	4
106	CCCCC(=O)Nc1sc2c(c1-c1nc3ccccc3s1)CCN(C(C)=O)C2	.	2
107	Cc1c(C(=O)NCc2ccc3c(c2)OCO3)oc2ccc(Br)cc12	.	-9
108	CCCc1nnc(NC(=O)NCCN2C(=O)C3C4C=CC(C4)C3C2=O)s1 (centres undefined)	-3	6
109	CC(C)[C@]12O[C@H]1[C@@H]1O[C@]13[C@]1(O[C@H]1C[C@H]1C4=C(CC[C@@]13C)C(=O)OC4)[C@@H]2O	.	-10
110	COc1cccc(NC=C2C(=O)OC3(CCCCC3)OC2=O)c1	2	9
111	CCCCOc1ccccc1-c1cc(C(=O)O)[nH]n1	5	5
112	CCOC(=O)N1CCC2(CC1)C(C#N)=C(N)Oc1n[nH]c(C)c12	.	20
113	O=C1NCCc2c1[nH]c1ccccc21	.	14
114	Cc1ccc(-n2nnnc2SCC(=O)Nc2ccc3c(c2)OCCO3)cc1C	.	6
115	O=C(c1ccco1)N1CCN(C(=O)c2cccs2)CC1	.	-1
116	CC1CCCC(C)N1C(=O)C1CC(c2ccc(F)cc2)=NO1 (centres undefined)	-8	6
117	Oc1ccc(-c2cccc(-c3ccc(O)cc3)n2)cc1	-16	-5
118	CC(=O)c1ccc(NS(=O)(=O)Cc2ccccc2)cc1	1	11
119	c1coc(CN=C2NC(=NCc3ccco3)c3ccccc32)c1	8	9
120	Nc1nnc(COc2ccccc2)s1	.	4
121	Cc1ccc(C(C)C)c(OCC(=O)Nc2ccc(Cl)cn2)c1	-14	-6
122	CSc1ccc(C2C3(C#N)C(N)=NC4(OCCO4)C23C#N)cc1 (centres undefined)	-15	.
123	c1ccc2cc(CN3CCOCC3)ccc2c1	.	-1
124	CCOc1cc(C(=O)N2CCOCC2)ccc1OCc1ccccc1	-10	4
125	COc1ccc2c(c1)C(c1ccc([N+](=O)[O-])cc1)=NNC(c1ccco1)=N2	.	-10
126	O=C(COC(=O)c1ccccc1NC(=O)c1ccccc1)c1ccc([N+](=O)[O-])cc1	.	-5

An excerpt; the hit share may differ from the screen's.
